# Compound activity deposited in PubChem BioAssay by National Center for Advancing Translational Sciences (NCATS).
# DT40 TDP1 CPT – DT40-hTDP1 cell growth loss with CPT; chicken DT40 Tdp1-/-;hTDP1 cells + 20 nM CPT, ATP luminescence, 48 h; Potency, µM (doses to about 46.2 µM), without a hit: top-dose activity change, negative = growth inhibition, hits mostly inhibitors; 420,000 tested, 12% active; AID 686979; also: nearly all actives have a fitted effect of over 55% in size
#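 Chicken DT40 Tdp1-/- cells complemented with human TDP1, 400 cells/well, exposed to compounds plus 20 nM camptothecin for at least 48 h at 37 C; viability read as ATP content by CellTiter-Glo luminescence.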
# DT40 TDP1 no CPT – qHTS for Inhibitors of human tyrosyl-DNA phosphodiesterase 1 (TDP1): qHTS in cells in absence of CPT. DT40 Tdp1-/- hTDP1 cells, no CPT, ATP luminescence, 48 h. Potency, µM (highest dose often 46.2 µM), for inactives: at the top dose activity change, negative = growth inhibition, actives largely listed as inhibitors. 420,000 tested, 15% active; also: nearly all actives have a fitted effect of over 55% in size
#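 Readout: luminescence from CellTiter-Glo after 30 min in the dark at RT. Cells: DT40 Tdp1-/- with stable hTDP1, 400/well. Exposure: compounds alone, ≥48 hr, 37 °C.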
# KAT2A inh – GCN5L2 (KAT2A) acetyltransferase inhibition; 390,000 tested, 0.21% active; GCN5L2 HAT assay, ThioGlo1 CoA-SH fluorescence; AID 504327; Potency, µM (highest dose often 58.9 µM), inactives show top-dose activity change, negative = inhibition, actives largely listed as inhibitors; Q92830
# Target sequence (Q92830 whole entry, looked up): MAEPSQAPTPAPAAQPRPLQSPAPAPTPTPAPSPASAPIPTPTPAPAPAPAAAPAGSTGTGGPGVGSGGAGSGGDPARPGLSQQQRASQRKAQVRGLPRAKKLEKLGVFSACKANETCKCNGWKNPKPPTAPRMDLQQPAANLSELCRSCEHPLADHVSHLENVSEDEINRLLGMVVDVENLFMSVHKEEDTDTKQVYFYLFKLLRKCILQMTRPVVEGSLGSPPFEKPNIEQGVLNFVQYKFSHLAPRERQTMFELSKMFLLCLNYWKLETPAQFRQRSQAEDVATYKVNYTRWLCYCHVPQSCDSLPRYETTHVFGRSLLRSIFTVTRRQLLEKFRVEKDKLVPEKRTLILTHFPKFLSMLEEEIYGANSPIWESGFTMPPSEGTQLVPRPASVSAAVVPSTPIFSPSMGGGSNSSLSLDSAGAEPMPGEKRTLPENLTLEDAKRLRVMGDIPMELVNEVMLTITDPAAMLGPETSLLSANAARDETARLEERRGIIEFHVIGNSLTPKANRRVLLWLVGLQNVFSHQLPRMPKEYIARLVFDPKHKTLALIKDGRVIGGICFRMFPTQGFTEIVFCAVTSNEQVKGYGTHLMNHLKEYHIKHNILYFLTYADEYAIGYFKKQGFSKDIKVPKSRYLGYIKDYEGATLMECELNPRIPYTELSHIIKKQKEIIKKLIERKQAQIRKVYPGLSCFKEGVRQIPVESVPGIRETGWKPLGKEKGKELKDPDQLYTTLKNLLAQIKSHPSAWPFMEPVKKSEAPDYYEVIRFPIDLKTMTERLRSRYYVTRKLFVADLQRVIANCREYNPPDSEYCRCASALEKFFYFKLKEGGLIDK
#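 Enzyme at 20nM final was mixed with library compounds for 15 min at room temperature. Peptide H3(1-25) at 75uM, acetyl-CoA at 70uM and ThioGlo1 at 50uM were then added. Plates were read immediately and after 20 min (Ex340nm/Em540nm).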
# Numbers without * were called inactive; ? = inconclusive; . = not tested or not shown; & = joins results of further samples; [ ] = another dose, or the depositor's remark. Calls follow the shape of the dose curve; as a rule, active = well fitted curve in the direction sought with a large enough effect; inconclusive = small, poorly fitted or top-dose-only effect, or another doubt; inactive = no such curve, though single readings can be large; an effect the other way counts as inactive or inconclusive. % is scaled to controls: 0 for no effect and ±100 for the full control effect; potency is read from the fitted curve at half-maximal effect.
SMILES,DT40 TDP1 CPT,DT40 TDP1 no CPT,KAT2A inh
N#CC1C=Cc2ccccc2N1C(=O)c1ccccc1 (stereo unspecified),-21%,-9%,-6%
O=C(CNCc1ccccn1)Nc1ccc([N+](=O)[O-])cc1C(=O)Nc1ccccc1F,?,?,-10%
Cc1ccccc1C(=O)Nc1ccnn1C1CCN(C(C)Cc2ccccc2F)CC1 (stereo unspecified),23µM*,-54%,-17%
O=S(=O)(c1ccccc1)N1CN(c2ccc(F)cc2F)c2nc3ccccc3nc21,?,26µM*,6%
CN(C)CCCN1C(=O)c2oc3ccc(Cl)cc3c(=O)c2C1c1cccnc1 (stereo unspecified),5%,1%,2%
O=C(Nc1noc2ccccc12)c1c(F)cccc1F,?,-18%,-6%
C=CC[C@@H](CC(=O)OC(C)(C)C)C(=O)OC[C@@H]1CCCN1C(=O)[C@H](CC=C)CC(=O)NCCO,-3%,-5%,-2%
CNC(=S)N1CCC(NC(=O)C23CC4CC(CC(C4)C2)C3)CC1,?,?,0%
CCOc1ccc(CCn2c3c(c(=O)[nH]c2=O)C(NC(=O)c2cccc(F)c2)(C(F)(F)F)C(=O)N3)cc1OCC (stereo unspecified),6%,9%,1%
COCCn1c(SCC(=O)Nc2cc(C(C)(C)C)nn2-c2ccccc2)nc2ccccc2c1=O,?,?,-10%

# An excerpt of these results, with values under each structure:
# Every second line gives: DT40 TDP1 CPT	DT40 TDP1 no CPT	KAT2A inh
O=S(=O)(c1ccccc1)N1CN(c2ccc(F)cc2F)c2nc3ccccc3nc21
→ ?	26µM*	6%
CN(C)CCCN1C(=O)c2oc3ccc(Cl)cc3c(=O)c2C1c1cccnc1 (stereo unspecified)
→ 5%	1%	2%
O=C(Nc1noc2ccccc12)c1c(F)cccc1F
→ ?	-18%	-6%

# (continued)
SMILES,DT40 TDP1 CPT,DT40 TDP1 no CPT,KAT2A inh
CCc1nn(CC(=O)NCCCc2ccccc2)c(=O)c2cc3c(OC)cccc3n12,-20%&-15%,-1%&-28%,-2%&-1%
CN1CCn2cnc(C(=O)NCc3ccccc3)c2C1=O,3%,-24%,.
CCn1nnnc1SCC(=O)N(C)C1CCS(=O)(=O)C1 (stereo unspecified),-7%,-8%,3%
Cc1onc(-c2ccccc2)c1C(=O)NC(=S)NNC(=O)c1cc(-c2ccc(F)cc2)n[nH]1,?,21µM*,-15%
Cc1onc(-c2ccccc2)c1-c1ccnn1S(=O)(=O)c1ccc(Cl)cc1,-4%,-28%,-1%
CC(=O)Nc1ccc(/C=C/c2nc3ccccc3o2)cc1,?,-3%,-10%
COc1ccc(CN2C(=O)C(CC(=O)NC3CCCC3)CC(C(=O)N(C)C)=C2C)cc1 (stereo unspecified),4%,-10%,.
Cc1ccc(NC(=O)NNc2cccc(Cl)n2)cc1,-3%,?,-5%
Cn1c(-c2ccc3ccccc3n2)[n+](C)c2ccccc21,3.3µM*,3.7µM*,-2%
Cc1nnc(SCC(=O)N2c3ccccc3CC2C)s1 (stereo unspecified),-19%,-6%,-18%
CCCn1c(C)cc(C(=O)COC(=O)CN=C2NS(=O)(=O)c3ccccc32)c1C,?,9%,0%
Cc1cc(-c2nnnn2-c2cc(Cl)cc(Cl)c2)no1,5%,-14%,0%
Cc1cc(=O)oc2cc(OCC(=O)Nc3ccc(S(=O)(=O)N(C)C)cc3)ccc12,-14%,-14%,-4%
CCN1C/C(=C/c2cccc([N+](=O)[O-])c2)C(=O)/C(=C/c2cccc([N+](=O)[O-])c2)C1,0.58µM*,0.73µM*,-2%
CN(C)/C=N/c1c(C#N)cnn1-c1ccc(C(F)(F)F)cn1,-23%,-18%,-7%
Cc1ccc(CNC(=O)c2nc(-c3ccc(Cl)cc3)n3c2CCCCC3)cc1,?,18µM*,-11%
C=CCN(c1ccccc1OC)S(=O)(=O)c1cccc(C(=O)OCC(=O)N2CC(C)OC(C)C2)c1 (stereo unspecified),?,?,-4%
CCc1ccc(NC(=O)Cn2c(SCc3ccc(C)cc3)nc3ccncc32)cc1,?,?,.
COc1cccc(NS(=O)(=O)c2ccc3[nH]cc(C(=O)NCCc4ccc(C)cc4)c(=O)c3c2)c1,15µM*,16µM*,-3%
C=CCn1c(=NC(=O)c2sc3ccccc3c2Cl)sc2cc(S(N)(=O)=O)ccc21,?,?,-23%
CC(C)COc1ccc(C(=O)N(Cc2cccc(F)c2)C2CCS(=O)(=O)C2)cc1 (stereo unspecified),21µM*,?,3%
CCCNC(=O)c1cc(C2CCCCN2S(=O)(=O)c2cn(C)cn2)on1 (stereo unspecified),-22%,-8%,.
C[N+]1(CC(=O)OCCCc2ccccc2)CCCC1,22%,16%,-24%
N#CCCN(C(=O)COC(=O)c1cc(=O)c2ccccc2o1)c1ccccc1,-4%,-6%,1%
CC(=O)Nc1ccccc1NC(=O)C/C(C)=N/NC(=O)c1cccnc1,-5%,-13%,-5%
Cc1ccc(/C=N/Nc2nc(N3CCCCC3)nc(N3CCCCC3)n2)o1,1%,?,-13%
O=C(c1ccc2c(c1)N(Cc1ccc(Cl)cc1)C(=O)c1ccccc1S2=O)N1CCN(c2ccccc2F)CC1 (stereo unspecified),23µM*,21µM*,-1%
COCCN(C(=O)COC(=O)CCC(=O)c1ccc(Cl)cc1)c1c(N)n(Cc2ccccc2)c(=O)[nH]c1=O,-9%,-21%,-23%
CC1=C(C(=O)OCc2ccccc2)C(c2ccc(N(C)C)cc2)NC(=O)N1 (stereo unspecified),-23%,-23%,0%
CNc1ccc(S(=O)(=O)NCC(=O)OC(C)C(=O)N(C)Cc2ccccc2)cc1[N+](=O)[O-] (stereo unspecified),3%,-13%,-9%
COc1ccc(CC(=O)N2CCC(n3nccc3NC(=O)C3CCOC3)CC2)cc1 (stereo unspecified),15%,2%,-5%
COC(=O)CCc1nc2cc(Cl)ccc2n(Cc2ccccc2)c1=O,-11%,?,-10%
O=C(O)[C@H](Cc1ccccc1)Nc1ccc([N+](=O)[O-])cn1,-7%,5%,-9%
CC(C)CNC(=O)C(=O)NCC1OCCN1S(=O)(=O)c1cccs1 (stereo unspecified),-3%,4%,.
CCOc1cc([N+](=O)[O-])cc(/C=C2/NC(=O)N(Cc3ccccc3F)C2=O)c1O,?,?,-11%
CCc1ccc(S(=O)(=O)NCCc2csc(-c3ccccc3)n2)s1,?,23µM*,-8%
CCOC(=O)c1cc2c(c(CSc3nc4ccccc4c(=O)n3Cc3ccco3)c1)OCOC2,?,-28%,3%
O=C(NCCO)c1cccc(-c2ccc3nncn3c2)c1,-25%,1%,.
Cc1cccc2sc(NNC(=O)C3=COCCO3)nc12,13µM*,?,-1%
O=C(CSc1ccc(-c2ccccn2)nn1)N1CCc2ccccc21,?,?,?
CN(Cc1ccccc1)C(=O)CSc1nnc(-c2ccco2)n1-c1ccccc1,-6%,?,-5%
CC1CCC(C(C)C)C(=O)/C1=C/c1ccc(N)cc1 (stereo unspecified),15µM*,13µM*,-8%
COc1ccccc1C(=O)N1CCN(c2ccc(N3CCOCC3)nn2)CC1,-8%,-9%,1%
CC(=O)N1c2ccc(S(=O)(=O)N3CCC(C(=O)NC4CCCCC4C)CC3)cc2CC1C (stereo unspecified),6%,?,-5%
COc1ccc(S(=O)(=O)N(CCc2ccccc2)CC(=O)Nc2cc(C)ccc2C)cc1,18µM*,21µM*,-2%
O=C(CSc1nnc(COc2ccccc2Cl)o1)NC(=O)NC1CCCC1,?,-22%,-2%
CCOC(=O)c1cnn(CCOC(=O)c2ccc(OC)cc2)c1NC(=O)c1ccc(OC)cc1,-26%,-23%,-3%
COc1ccc(N(CC(=O)N/N=C(\C)c2ccc(OC)c(OC)c2)S(=O)(=O)c2ccccc2)cc1,9%,0%,25%
COc1ccc(CNC(=O)c2cccc(N3CCCS3(=O)=O)c2)cc1,-23%,-19%,1%
O=C(Nc1cc(S(=O)(=O)N2CCCCC2)ccc1N1CCOCC1)c1cc(=O)[nH]c2ccccc12,-30%,?,-6%

# Next section
SMILES,DT40 TDP1 CPT,DT40 TDP1 no CPT,KAT2A inh
CC(=O)Nc1ncc(Cc2cccc(Cl)c2)s1,-8%,-8%,20%
Cc1cn([C@H]2C[C@H](O)[C@@H](CNCc3ccc(F)c(N4CCOCC4)c3)O2)c(=O)[nH]c1=O,10%,6%,.
COc1ccccc1C(=O)Nc1ccc2oc(-c3ccc(F)cc3)nc2c1,18µM*,?,-29%
COc1ccccc1OCc1nnc(SCCN2CCOCC2)o1,-4%,-14%,-4%
O=C(/C=C/c1ccccc1)Nc1nnc(-c2ccco2)o1,?,?,28%
COc1ccc(Cn2ccc3nc(C)c(C(=O)Nc4ccc(OC)cc4)cc3c2=O)cc1,-15%,-20%,11%
COc1ccc(C(=O)NNC(=O)COc2ccc(Cl)cc2C)cc1S(=O)(=O)N1CCOCC1,?,?,-4%
O=C(OC(C(=O)NCc1cccs1)c1ccc(F)cc1)c1ccco1 (stereo unspecified),0%,-16%,-3%
COc1ccc(-c2cn3c(n2)sc2cc(C(=O)NCC(C)c4ccccc4)ccc23)cc1 (stereo unspecified),?,5.8µM*,-5%
CC(C)Oc1cccc(C(=O)Nc2ccc(N3CCN(S(C)(=O)=O)CC3)cc2)c1,8%,-10%,0%

# Retrieved by compound from the list above:
SMILES,DT40 TDP1 CPT,DT40 TDP1 no CPT,KAT2A inh
Cc1cc(=O)oc2cc(OCC(=O)Nc3ccc(S(=O)(=O)N(C)C)cc3)ccc12,-14%,-14%,-4%
COCCn1c(SCC(=O)Nc2cc(C(C)(C)C)nn2-c2ccccc2)nc2ccccc2c1=O,?,?,-10%
CC(C)COc1ccc(C(=O)N(Cc2cccc(F)c2)C2CCS(=O)(=O)C2)cc1 (stereo unspecified),21µM*,?,3%

# Limited to KAT2A inh (5 entries from above):
SMILES | KAT2A inh
C=CCn1c(=NC(=O)c2sc3ccccc3c2Cl)sc2cc(S(N)(=O)=O)ccc21 | -23%
O=C(Nc1noc2ccccc12)c1c(F)cccc1F | -6%
C=CCN(c1ccccc1OC)S(=O)(=O)c1cccc(C(=O)OCC(=O)N2CC(C)OC(C)C2)c1 (stereo unspecified) | -4%
O=C(O)[C@H](Cc1ccccc1)Nc1ccc([N+](=O)[O-])cn1 | -9%
CNC(=S)N1CCC(NC(=O)C23CC4CC(CC(C4)C2)C3)CC1 | 0%

# (listing goes on)
SMILES,DT40 TDP1 CPT,DT40 TDP1 no CPT,KAT2A inh
COc1cccc(N2C(=O)CN(Cc3ccc(OC)c(OC)c3)C2=S)c1,?,-4%,-4%
N/C(=N\OC(=O)/C=C/c1ccccc1)c1ccc(Cl)cc1,-1%,-15%,-7%
Cc1ccc2nc(N(CCCN(C)C)C(=O)c3ccc(S(=O)(=O)N4CCc5ccccc5C4)cc3)sc2c1,5.2µM*,5.8µM*,-4%
COc1ccc(N2CCN(C(=S)Nc3ccc(C)cc3)CC2)cc1,-21%,-36%,-7%
Cn1c(=O)c2c(nc(CN3CCCCC3)n2CCCc2ccccc2)n(C)c1=O,?,?,.
Cc1c(NC(=S)NC(=O)c2cccc(Br)c2)c(=O)n(-c2ccccc2)n1C,33%[activator],11%,-4%
CN(CC(=O)Nc1cccc(S(=O)(=O)N(C)c2ccccc2)c1)Cc1cccs1,?,?,.
Cc1ccnc(SC2CC(=O)N(c3ccccc3)C2=O)n1 (stereo unspecified),-5%,?,.
COC(=O)c1sc(NC(=O)COc2ccc(OC)cc2)nc1C,?,-17%,.
CCOC(=O)CCCNC(=O)CN1CCC(c2nc3ccccc3s2)CC1,-22%,?,0%
COc1cc(C(C)=O)ccc1COc1ccc(C(=O)OC(C)C(=O)NC(N)=O)cc1OC (stereo unspecified),?,?,-5%
Cc1ccc2c(n1)sc1c(-c3ccc(Br)cc3)c(C#N)c(N)nc12,?,18µM*,-25%
COc1ccc(-c2noc(N3CCC(C(=O)Nc4ccc(F)cc4Cl)CC3)n2)cc1,-29%,?,-2%
CC/C(=C\c1oc2cc3ccccc3cc2[n+]1CC)Nc1ccccc1,4.6µM*,13µM*,-21%
N#CCCN1CCN(CCC#N)C1=S,0%,0%,.
Cc1cc(N2CCOCC2)nc2ccc(NC(=O)C3CCC(C)CC3)cc12 (stereo unspecified),?,?,1%
O=S(=O)(Nc1cccc(-c2cn3ccsc3n2)c1)c1ccc(F)cc1,?,?,-3%
CSc1cccc(NC(=O)Cn2c3ncccc3c(=O)n2-c2ccc(C)cc2)c1,?,16µM*,-15%
COc1cccc(CN2CC(C(=O)N3CCN(C(C)C)CC3)CCC2=O)c1 (stereo unspecified),7%,18%,3%
CCOC(=O)/C(=C/c1cn(C)c2ccccc12)NC(=O)c1ccccc1,-27%,?,0%
CCc1ccc(C(O)c2ncc(-c3ccccc3OC)[nH]2)cc1 (stereo unspecified),23µM*,18µM*,.
Cc1ccc(OCc2cc(C(=O)N(C)Cc3nccn3C)no2)cc1C,-20%,-22%,-1%

# Not all compounds are listed; rates above refer to the full screens.
